High-throughput results (PubChem)
SMARCA2 activ = SMARCA2 function activation, primary screen; activation, % at 9.1 µM; 1% of 370,000 active; MG213 cells, MMTV-luciferase reporter, dexamethasone, overnight; AID 652017; in the data active = activation above about 7.8%;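 also: 0% = vehicle wells and 100% = reference activator wells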
mABHD4 FP = inhibitors of mouse ABHD4 | Q8VD66 | purified mABHD4, FP-Rh probe fluorescence polarization | inhibition, % at 8.92 µM | 0.54% of 370,000 active | AID 720543;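 active = inhibition exceeding the mean over every tested compound plus 3 SD, cut at about 30% in these data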;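 also: 0% = plate median of compound wells and 100% = S159A mutant with DMSO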
Target sequence (Q8VD66 whole entry, looked up): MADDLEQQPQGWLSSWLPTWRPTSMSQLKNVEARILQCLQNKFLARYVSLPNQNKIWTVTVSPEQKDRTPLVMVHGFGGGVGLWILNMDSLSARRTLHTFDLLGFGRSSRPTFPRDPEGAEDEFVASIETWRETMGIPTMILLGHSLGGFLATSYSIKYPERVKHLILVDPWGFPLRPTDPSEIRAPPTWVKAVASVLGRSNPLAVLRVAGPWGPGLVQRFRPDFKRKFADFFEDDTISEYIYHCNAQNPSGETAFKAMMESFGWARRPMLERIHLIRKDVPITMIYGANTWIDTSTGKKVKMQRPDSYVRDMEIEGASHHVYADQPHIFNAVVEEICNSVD
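Test system: mABHD4 protein | Buffer or medium: HEPES pH 7.0 buffer, 150 mM NaCl, 0.01% Pluronic F-127 | Probe or stimulus: FP-Rh fluorescent activity-based probe, added after compound pre-incubation | Timing: Pre-incubation 45 min, probe exposure 60 min, at 25 °C | Technique: Fluorescence polarization, excitation 525 nm, emission 598 nm, BODIPY TMR filters | Repeats: Single well per compound (singlicate)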
PG9 binder = PG9 antibody binding by small molecule. AID 624416. inhibition, % at 6.7 µM. TR-FRET gp120-PG9 antibody binding. 0.43% of 360,000 active; in the data active = inhibition above about 8.5%
NR1D1 modulator = Rev-erb alpha (human) modulation; activity, % at 10 µM; Rev-erbα–FITC-DNA binding, fluorescence polarization, 90 min; P20393; 0.79% of 370,000 active;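 active = activity above about 14%, limit read from the data; passing the limit was not always enough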;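 also: 0% = DMSO wells with 35 nM protein and 100% = DMSO wells with 750 nM protein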
ARFGAP1 inhibitor = inhibitors of rat ARFGAP1; 0.26% of 360,000 active; Q62848; inhibition, % at 16.5 µM; AID 651572; Arfgap1-stimulated ARF1 GTP hydrolysis, GDP FP detection;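 active = inhibition above a per-plate limit, mean inhibition of low control wells plus 3 SD, cut at about 25% in these data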;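 also: 0% = DMSO wells with enzyme and 100% = wells lacking Arfgap1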
Target sequence (Q62848 1-136 limits assumed): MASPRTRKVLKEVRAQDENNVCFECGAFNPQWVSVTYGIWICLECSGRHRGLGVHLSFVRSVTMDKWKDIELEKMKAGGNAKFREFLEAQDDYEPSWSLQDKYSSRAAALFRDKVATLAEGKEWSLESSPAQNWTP
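material = rat Arfgap1 catalytic domain, aa 1-136 | also added = human ARF1(Δ1-17)-GTP substrate | compound dosing = one concentration, 16.5 µM, DMSO 1.26% | times = GTP hydrolysis reaction 2 h at 25 °C | measured by = FP, GDP Alexa 633 tracer displaced from anti-GDP antibody, 620/688 nm | evaluation = percent inhibition of Arfgap1-stimulated GTP hydrolysis | replication = single well per compound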
GC-A act = GC-A (human) enzyme activation; P16066; HEK293 GC-A cells, cGMP TR-FRET, EC30 ANP; 0% at EC30 ANP, 100% saturating ANP; activation, % at 10 µM; 0.14% of 370,000 active; AID 1671463; in the data active = activation above about 40%
HTRA1 inhibitor = HTRA1 (human) protease inhibition; 0.5% of 340,000 active; AID 504803; inhibition, % at 5.96 µM; recombinant HTRA1, FP-rhodamine activity-based probe, fluorescence polarization; Q92743; in the data active = inhibition above about 36%;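 also: 0% = enzyme with DMSO and 100% = wells lacking enzyme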
Target sequence (Q92743 whole entry, looked up): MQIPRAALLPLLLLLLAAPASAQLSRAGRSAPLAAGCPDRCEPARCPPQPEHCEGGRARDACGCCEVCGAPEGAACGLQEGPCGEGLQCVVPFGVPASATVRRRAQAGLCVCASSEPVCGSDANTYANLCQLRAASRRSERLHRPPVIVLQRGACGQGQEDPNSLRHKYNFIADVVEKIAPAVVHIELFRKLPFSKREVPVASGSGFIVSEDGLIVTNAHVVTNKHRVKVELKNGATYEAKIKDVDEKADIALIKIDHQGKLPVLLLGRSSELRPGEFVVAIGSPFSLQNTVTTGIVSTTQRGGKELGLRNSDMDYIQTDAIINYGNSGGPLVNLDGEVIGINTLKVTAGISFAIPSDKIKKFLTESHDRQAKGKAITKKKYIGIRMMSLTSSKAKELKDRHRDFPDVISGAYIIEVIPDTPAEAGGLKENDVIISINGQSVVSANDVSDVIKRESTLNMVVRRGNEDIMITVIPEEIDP
ASAP1 inh = blocks human ASAP1-stimulated Arf1 GTP hydrolysis; GDP FP detection; 0.19% of 360,000 active; inhibition, % at 16.5 µM; in the data active = inhibition above about 25%;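 also: 0% = vehicle with enzyme and substrate and 100% = no enzyme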
NPR2 activator = GC-B (human) receptor activation. HEK293-GC-B cells, CNP EC30, cGMP TR-FRET; 0% at EC30 CNP, 100% saturating CNP. activation, % at 10 µM. 0.11% of 370,000 active. AID 1920062;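 active = activation at 10 µM reaching about 35% in either raw or pattern-adjusted values, limit read from the data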
rCAG RNA binder = molecules binding r(CAG) RNA repeats. r(CAG) RNA repeat, TO-PRO-1 dye displacement fluorescence. AID 651821. inhibition, % at 3 µM. 1.3% of 370,000 active;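 active = inhibition above the plate cutoff, the mean of all test compounds on that plate plus 3 SD, cut at about 35% in these data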;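 also: 0% = DMSO alone and 100% = 100 µM mitoxantrone as full dye displacement; higher means more dye released from RNA so lower well fluorescence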
Numbers without * were called inactive; nt = not tested or not shown.

Field names: A = SMARCA2 activ; B = mABHD4 FP; C = PG9 binder; D = NR1D1 modulator; E = ARFGAP1 inhibitor; F = GC-A act; G = HTRA1 inhibitor; H = ASAP1 inh; I = NPR2 activator; J = rCAG RNA binder
NC(=O)c1ccsc1NC(=O)COC(=O)c1c(F)cccc1Cl
  A = 2 | B = 2 | C = 0.7 | D = 0 | E = 3 | F = 3 | G = -3 | H = -3 | I = 2 | J = 3

CCCCNC(=O)c1nnn(-c2ccccc2)c1N
  A = 3 | B = 12 | C = -0.8 | D = -2 | E = 12 | F = -3 | G = -1 | H = 23 | I = -3 | J = -3

CC1CN(C(=O)c2cn3ccccc3n2)CC(C)O1 (stereo unspecified)
  A = 0 | B = -8 | C = 1.0 | D = -5 | E = 4 | F = -1 | G = 4 | H = 10 | I = 1 | J = 2

Cn1c(=O)c2c(-c3ccccc3)n(-c3cccc(O)c3)cc2n(C)c1=O
  A = -4 | B = 20 | C = -0.9 | D = -4 | E = -5 | F = -4 | G = nt | H = -2 | I = -6 | J = 8

CN(C)CCOc1nc(-c2ccccc2)nc2c1oc1ccccc12
  A = 16* | B = 8 | C = 0.0 | D = -2 | E = 2 | F = -2 | G = -7 | H = -12 | I = -19 | J = 1

CCNC(=S)NCc1ccc2c(c1)OCO2
  A = -1 | B = -1 | C = -0.1 | D = 1 | E = 5 | F = 6 | G = 3 | H = 8 | I = 7 | J = -1

COc1cc2c(cc1OC)CN(CC(=O)Nc1cccc([N+](=O)[O-])c1)CC2
  A = -2 | B = 1 | C = -1.1 | D = -4 | E = 7 | F = 0 | G = -14 | H = -10 | I = 4 | J = 4

CC(CCC(=O)O)(c1ccc(O)cc1)c1ccc(O)cc1
  A = 2 | B = 1 | C = -0.2 | D = 2 | E = -14 | F = 4 | G = 5 | H = -7 | I = -10 | J = 2

O=C1CN(C(=O)COC(=O)C23CC4CC(CC(O)(C4)C2)C3)c2ccccc2N1
  A = -2 | B = -15 | C = 4.0 | D = 3 | E = 12 | F = -1 | G = 5 | H = -5 | I = 8 | J = 1

O=C(N/N=C/C=C/c1ccc2c(c1)OCO2)C(O)c1ccccc1 (stereo unspecified)
  A = -1 | B = 0 | C = -1.4 | D = 8 | E = -26 | F = 0 | G = 3 | H = 16 | I = -1 | J = 0

CC1(C)C(=O)C2(CCCCC2)C(=O)OC1c1cccn1-c1ccc([N+](=O)[O-])cc1 (stereo unspecified)
  A = -4 | B = 3 | C = 0.7 | D = 4 | E = -2 | F = -1 | G = 7 | H = -8 | I = 0 | J = 1

COc1ccc(-c2noc(CNC(=O)CCCN3C(=O)[C@H]4CC=CC[C@H]4C3=O)n2)cc1
  A = -3 | B = -6 | C = 2.1 | D = 2 | E = -1 | F = 3 | G = -6 | H = 11 | I = 0 | J = -2

O=C(NC(=S)Nc1ccc(N2CCCCC2)cc1)c1cccs1
  A = 4 | B = 11 | C = -2.5 | D = 2 | E = 13 | F = 3 | G = 22 | H = 23 | I = -13 | J = 11

Oc1[nH]c2ccccc2c1N=Nc1ccccc1
  A = 5 | B = 0 | C = -5.0 | D = -5 | E = -2 | F = 0 | G = -15 | H = -4 | I = -3 | J = 9

CCN(CC)CCNc1cc(C)nc2c1C(=O)C(=O)C=C2N1CCCCC1
  A = -8 | B = 5 | C = -7.5 | D = -8 | E = -5 | F = -5 | G = 4 | H = -3 | I = 5 | J = -2

Nc1ccn([C@@H]2O[C@H](CNCc3cnc(N4CCOCC4)nc3)[C@@H](O)[C@H]2O)c(=O)n1
  A = 2 | B = -1 | C = -2.6 | D = 2 | E = -5 | F = -1 | G = 0 | H = -10 | I = 4 | J = 3

O=C(Cc1ccccc1[N+](=O)[O-])NCCc1ccc(F)cc1
  A = -1 | B = 0 | C = 1.1 | D = 7 | E = 3 | F = 4 | G = -3 | H = 3 | I = 5 | J = -1

O=C(NCCN1CCN(c2ccccc2)CC1)C1CCN(S(=O)(=O)c2cccc3nsnc23)CC1
  A = 0 | B = 1 | C = 1.2 | D = 0 | E = -2 | F = 1 | G = -1 | H = 5 | I = -5 | J = 0

COc1cc([N+](=O)[O-])c2nc(C(=O)O)ccc2c1
  A = -1 | B = 3 | C = -1.3 | D = 3 | E = -3 | F = 0 | G = -1 | H = -8 | I = -4 | J = 1

CCOC(=O)N/N=C/c1ccccc1F
  A = 6 | B = -14 | C = -1.7 | D = -7 | E = 13 | F = -2 | G = 1 | H = 5 | I = 1 | J = 3

COc1ccc(CC(=O)N/N=C(/C)c2ccco2)cc1
  A = 2 | B = 0 | C = -3.9 | D = -3 | E = 3 | F = 2 | G = 1 | H = 5 | I = 2 | J = -1

CSc1cccc(NC(C)=O)c1
  A = -4 | B = 6 | C = 1.0 | D = 8 | E = 11 | F = -2 | G = 11 | H = 8 | I = 3 | J = 6

CCCOC(=O)c1ccc(NC(=O)C(=O)NCCN(CC)CC)cc1
  A = -3 | B = -2 | C = 1.6 | D = 2 | E = -2 | F = 0 | G = -7 | H = -2 | I = 5 | J = -2

CC(NC(=O)C(C)(C)C)C(c1cccs1)N1CCN(Cc2ccccc2)CC1 (stereo unspecified)
  A = -4 | B = -3 | C = 1.8 | D = -6 | E = 2 | F = -2 | G = -2 | H = -14 | I = -4 | J = -7

COc1ccc(OC)c(CNC(=O)C(C)n2nc(C)c3c(C)n(-c4ccccc4)nc3c2=O)c1 (stereo unspecified)
  A = -2 | B = 1 | C = -0.5 | D = -6 | E = -1 | F = -1 | G = -2 | H = -14 | I = 2 | J = -7

Continuation:
Field names: A = SMARCA2 activ; B = mABHD4 FP; C = PG9 binder; D = NR1D1 modulator; E = ARFGAP1 inhibitor; F = GC-A act; G = HTRA1 inhibitor; H = ASAP1 inh; I = NPR2 activator; J = rCAG RNA binder
CC(=O)Nc1ccccc1OC(C)C(=O)N1CCC(C)CC1 (stereo unspecified)
  A = 2 | B = -3 | C = 0.6 | D = -2 | E = 16 | F = 2 | G = -3 | H = -1 | I = 3 | J = -3

Cc1ccc(CCN2CC(C(=O)N3CCN(c4ccc(F)cc4)CC3)CC2=O)cc1 (stereo unspecified)
  A = 2 | B = -1 | C = -0.8 | D = -3 | E = 1 | F = 1 | G = 1 | H = -2 | I = 0 | J = -9

COc1ccc(/C=C(\CC(=O)O)c2nc3ccccc3o2)cc1
  A = 1 | B = 1 | C = 0.7 | D = -4 | E = -6 | F = -5 | G = 7 | H = 0 | I = 1 | J = 7

COc1ccccc1-c1nnc(-c2ccc(F)cc2)o1
  A = 5 | B = -6 | C = 0.3 | D = -2 | E = -7 | F = -3 | G = nt | H = 19 | I = -3 | J = -1

O=C1CCCN1CC(O)CS(=O)(=O)Cc1ccccc1 (stereo unspecified)
  A = -3 | B = -5 | C = 1.2 | D = -4 | E = 0 | F = 0 | G = 4 | H = -16 | I = 4 | J = -2

Cc1ccc(C(=O)NCC(=O)OCC(=O)c2ccc(C)c([N+](=O)[O-])c2)cc1
  A = -2 | B = -6 | C = -2.8 | D = -4 | E = 3 | F = 0 | G = 2 | H = 0 | I = 2 | J = 2

CCOC(=O)C1CCCN(C(=O)c2ccc(F)c(Cl)c2)CC1 (stereo unspecified)
  A = 0 | B = 0 | C = 3.2 | D = -2 | E = 9 | F = -1 | G = nt | H = -4 | I = -5 | J = 0

CCc1nnc(NS(=O)(=O)c2ccc(NC(=O)c3cc(Cl)ccc3OC)cc2)s1
  A = 3 | B = -19 | C = -1.6 | D = -2 | E = 8 | F = -3 | G = -28 | H = 6 | I = -2 | J = 75*

CC(C)(C)C(=O)COC(=O)c1cc(-c2cccnc2)nc2ccccc12
  A = -2 | B = -7 | C = -1.9 | D = 5 | E = 3 | F = 11 | G = -15 | H = -9 | I = -1 | J = -2

CC(C)C[C@H]1COc2cccc(N3CCOCC3)c2S(=O)(=O)N1
  A = -4 | B = 3 | C = -1.9 | D = -6 | E = -5 | F = 7 | G = nt | H = -12 | I = -1 | J = 0

CCCc1nc2ccc(Cl)cn2c1Cc1cccc(Cl)c1
  A = -1 | B = -11 | C = -1.7 | D = -3 | E = -3 | F = -4 | G = nt | H = 3 | I = 1 | J = 6

Nc1c(Cl)cc(C2=NCCn3c2c2ccc(C(F)(F)F)cc2[n+]3[O-])cc1Cl
  A = 0 | B = -5 | C = 1.5 | D = 2 | E = 10 | F = 0 | G = -13 | H = -6 | I = 3 | J = -4

COC(=O)N/N=C(\C)c1ccc2ccccc2c1OC(F)F
  A = 1 | B = 0 | C = -0.1 | D = -3 | E = 1 | F = 0 | G = -5 | H = 0 | I = 1 | J = -3

O=C(c1ccc(Cl)c(S(=O)(=O)NCc2cccnc2)c1)N1CCCC1
  A = -3 | B = 10 | C = -1.5 | D = 1 | E = 10 | F = 6 | G = -5 | H = 0 | I = 0 | J = 3

COc1cc(CN(CC2CCCO2)C(=O)c2ccco2)cc(OC)c1OC (stereo unspecified)
  A = 5 | B = -3 | C = -1.4 | D = 5 | E = -7 | F = -3 | G = 4 | H = 15 | I = 4 | J = -4

CCCN(CCC)C(=O)c1cc(S(=O)(=O)N2CCCCC2)c[nH]1
  A = -3 | B = 4 | C = 0.2 | D = 2 | E = -4 | F = -1 | G = -1 | H = -10 | I = 4 | J = 0

Cc1cc(OC(=O)c2ccc(OC(C)C)cc2)c([N+](=O)[O-])c(=O)[nH]1
  A = -3 | B = 1 | C = 0.8 | D = -6 | E = -1 | F = 4 | G = 6 | H = 3 | I = 4 | J = -1

Single values from the entries so far:
COc1cc([N+](=O)[O-])c2nc(C(=O)O)ccc2c1 in ARFGAP1 inhibitor reads -3
COc1ccc(OC)c(CNC(=O)C(C)n2nc(C)c3c(C)n(-c4ccccc4)nc3c2=O)c1 (stereo unspecified) in GC-A act reads -1
O=C1CCCN1CC(O)CS(=O)(=O)Cc1ccccc1 (stereo unspecified) in PG9 binder reads 1.2
O=C(NC(=S)Nc1ccc(N2CCCCC2)cc1)c1cccs1 in HTRA1 inhibitor reads 22
Oc1[nH]c2ccccc2c1N=Nc1ccccc1 in GC-A act reads 0

Not a retest: an excerpt of the list.
Field names: A = SMARCA2 activ; B = mABHD4 FP; C = PG9 binder; D = NR1D1 modulator; E = ARFGAP1 inhibitor; F = GC-A act; G = HTRA1 inhibitor; H = ASAP1 inh; I = NPR2 activator; J = rCAG RNA binder
CCc1nnc(NS(=O)(=O)c2ccc(NC(=O)c3cc(Cl)ccc3OC)cc2)s1
  A = 3 | B = -19 | C = -1.6 | D = -2 | E = 8 | F = -3 | G = -28 | H = 6 | I = -2 | J = 75*

CC(C)(C)C(=O)COC(=O)c1cc(-c2cccnc2)nc2ccccc12
  A = -2 | B = -7 | C = -1.9 | D = 5 | E = 3 | F = 11 | G = -15 | H = -9 | I = -1 | J = -2

CC(C)C[C@H]1COc2cccc(N3CCOCC3)c2S(=O)(=O)N1
  A = -4 | B = 3 | C = -1.9 | D = -6 | E = -5 | F = 7 | G = nt | H = -12 | I = -1 | J = 0

CCCc1nc2ccc(Cl)cn2c1Cc1cccc(Cl)c1
  A = -1 | B = -11 | C = -1.7 | D = -3 | E = -3 | F = -4 | G = nt | H = 3 | I = 1 | J = 6

Nc1c(Cl)cc(C2=NCCn3c2c2ccc(C(F)(F)F)cc2[n+]3[O-])cc1Cl
  A = 0 | B = -5 | C = 1.5 | D = 2 | E = 10 | F = 0 | G = -13 | H = -6 | I = 3 | J = -4

COC(=O)N/N=C(\C)c1ccc2ccccc2c1OC(F)F
  A = 1 | B = 0 | C = -0.1 | D = -3 | E = 1 | F = 0 | G = -5 | H = 0 | I = 1 | J = -3
